FBPA Giardia inh: qHTS Assay for Inhibitors of Fructose-1,6-bisphosphate Aldolase from Giardia Lamblia; A8B2U2; purified Giardia FBPA; Potency, µM (top dose mostly 59.6 µM), without a hit: at the top dose activity, negative = inhibition, hits mostly inhibitors; 0.71% of 290,000 active; AID 2451, 2010; note: potency is the fitted concentration of half-maximal effect; % is set by controls: 0 for no effect and ±100 for the full control effect; nearly all actives have a fitted effect of over 55% in size
Target sequence (A8B2U2 whole entry, looked up): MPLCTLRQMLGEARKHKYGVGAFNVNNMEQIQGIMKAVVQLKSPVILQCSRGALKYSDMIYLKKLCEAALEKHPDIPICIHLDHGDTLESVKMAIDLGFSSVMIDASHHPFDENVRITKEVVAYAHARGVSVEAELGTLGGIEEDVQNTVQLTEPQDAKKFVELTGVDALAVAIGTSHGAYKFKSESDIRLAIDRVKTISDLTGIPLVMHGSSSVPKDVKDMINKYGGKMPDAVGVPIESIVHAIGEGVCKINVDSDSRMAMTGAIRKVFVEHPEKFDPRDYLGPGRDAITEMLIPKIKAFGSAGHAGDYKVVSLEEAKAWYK
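Giardia FBPA (40 nM reagent) was preincubated 10 min at RT with compound (up to 57.5 uM final), then substrate plus GAPDH/TPI/NAD/arsenate coupling system with diaphorase/resazurin was added; resorufin fluorescence (525/598 nm) was read after 20 min.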
AMA1 RON2 block: qHTS for Inhibitors of AMA1-RON; Towards Development of Antimalarial Drug Lead: Primary Screen | Plasmodium falciparum AMA1 (3D7) - RON2 peptide interaction | AlphaScreen AMA1-biotinylated RON2 peptide binding | Potency, µM (doses to about 58.2 µM), for the others: top-dose activity change, negative = inhibition, usual class: inhibitors | 0.2% of 360,000 active | AID 720542, 2013;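 note: potency is the fitted concentration of half-maximal effect; 0% = vehicle wells and -100% = peptide control; nearly all actives have a fitted effect of over 45% in size; some results filed as inactive show a strong effect at the top dose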
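AMA1 (3D7) with his tag at 25 nM final met compounds first, then biotinylated RON2 peptide at 25 nM; detection used donor plus acceptor beads, 10 µg/mL apiece, read by AlphaScreen after 30 min at room temperature.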
HCMV antiviral: qHTS Assay for inhibitors of the human cytomegalovirus (HCMV) | HFF cells, HCMV-luciferase reporter, 72 h; stronger effect = lower value | activity change, negative = inhibition, % at 57.5 µM | 4.5% of 410,000 active | AID 1259415, 2018; in the data active = activity change below about -60%; inconclusive = no clear call, values can overlap the other calls; inactive = above about -39%; note: % is set by controls: 0 for no effect and ±100 for the full control effect
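Luciferase read-out from HCMV-luciferase-infected HFFs (MOI 1 PFU/cell) 72 h post infection at 37C; compounds added after 16 h cell attachment; activity normalized between buffer-only basal and Salinomycin (10uM) inhibitor controls.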
Cycloheximide cs: Cycloheximide Counterscreen for Small Molecule Inhibitors of Shiga Toxin. cell reporter, cycloheximide protein synthesis inhibition counterscreen. max response, %. AID 2314, 2010. 12% of 300,000 active; in the data active = max response mostly above about 13%, no sharp cut-off; inactive = mostly below about 14%; note: read at 38.3 µM for the half of the compounds with a filed dose; 0% is about no effect
AmpC inh no detg: qHTS Inhibitors of AmpC Beta-Lactamase (assay without detergent) | Potency, µM (series often up to 57.1 µM), without a hit: at the top dose activity change, negative = inhibition, actives largely listed as inhibitors | AmpC nitrocefin hydrolysis, absorbance 480 nm, 0.0001% Triton | 0.52% of 330,000 active;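 note: potency is the fitted concentration of half-maximal effect; plate controls were no compound for no effect and no enzyme for full effect; nearly all actives have a fitted effect of over 20% in size; some results filed as inactive show a strong effect at the top dose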
Target sequence (P00811 whole entry, looked up): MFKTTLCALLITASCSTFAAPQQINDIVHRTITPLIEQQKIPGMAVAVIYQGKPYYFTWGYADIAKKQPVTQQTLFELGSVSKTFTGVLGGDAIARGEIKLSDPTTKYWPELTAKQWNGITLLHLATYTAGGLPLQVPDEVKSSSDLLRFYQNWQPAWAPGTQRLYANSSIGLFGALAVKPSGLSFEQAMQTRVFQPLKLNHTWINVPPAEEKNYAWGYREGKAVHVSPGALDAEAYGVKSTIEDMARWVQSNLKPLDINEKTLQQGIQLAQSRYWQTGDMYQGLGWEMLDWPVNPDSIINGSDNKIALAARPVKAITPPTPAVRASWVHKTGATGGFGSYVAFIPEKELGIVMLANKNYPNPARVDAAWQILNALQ
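AmpC (5.3 nM in the dispensed reagent) in 20 mM phosphate pH 7.0 with 0.01% (detergent screen) or 0.0001% Triton X-100 was preincubated with compounds for 15 min at room temperature. Nitrocefin was then added from an 800 uM solution, and hydrolysis was followed at 480 nm.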
AmpC inh detg: qHTS Inhibitors of AmpC Beta-Lactamase (assay with detergent); P00811; AmpC hydrolysis of nitrocefin, absorbance 480 nm, 0.01% Triton; Potency, µM (series often up to 114 µM), without a hit: at the top dose activity change, negative = inhibition, usual class: inhibitors; 0.041% of 370,000 active;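 note: potency is the fitted concentration of half-maximal effect; 0% = no-compound wells and -100% = no-enzyme wells; nearly all actives have a fitted effect of over 25% in size; some results filed as inactive show a strong effect at the top dose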
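20 mM phosphate pH 7.0 + 0.01% (detergent screen) or 0.0001% Triton X-100; 5.3 nM AmpC reagent; cpd preinc 15 min RT; nitrocefin (800 uM stock) to start; A480 q20 s × 4 min; Activity was normalised to no-enzyme and no-compound control wells.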
Shiga inhibitor: A qHTS for Small Molecule Inhibitors of Shiga Toxin; Vero cells, Shiga toxin protein synthesis inhibition reporter; inhibition, % at 38.7 µM; 9.2% of 290,000 active; AID 2315, 2010; in the data active = inhibition mostly above about 28%, no sharp cut-off; inactive = mostly below about 43%; note: 0% is about no effect
An asterisk follows results filed as active; ? = inconclusive; . = no result given; & = joins results of further samples; [ ] = another dose, or the depositor's remark. Unless noted, calls come from the whole dose curve; as a rule, active = well fitted curve in the direction sought with a large enough effect; inconclusive = small, poorly fitted or top-dose-only effect, or another doubt; inactive = no such curve, though single readings can be large; an effect the other way counts as inactive or inconclusive. An unsorted share of the library, and some 16% of all compounds hit somewhere here.

Values run as follows: FBPA Giardia inh | AMA1 RON2 block | HCMV antiviral | Cycloheximide cs | AmpC inh no detg | AmpC inh detg | Shiga inhibitor
1	CCOC(=O)c1sc(NC(=O)CNC(=O)Cn2cnc3sc(C)c(C)c3c2=O)nc1C
    4% | -13% | 23 | -2 | -5% | ? | -14
2	CC(=O)c1ccc(N2C(=O)[C@@H]3C(CCC(N)=O)NC4(C(=O)Nc5c4ccc(Cl)c5C)[C@@H]3C2=O)cc1 (stereo partly drawn)
    -14% | 1% | -36 | -4 | 22% | -4% | 22
3	Cc1cccc(C(=O)NNS(=O)(=O)c2ccccc2[N+](=O)[O-])c1
    7% | -4% | 26 | 5 | -20% | 5% | 1
4	O=C(O)c1cc(S(=O)(=O)Nc2cc(Cl)ccc2Oc2ccccc2)ccc1O
    . | -10% | -38 | . | -40% | -1% | .
5	O=C(Cc1cccs1)Nc1ccc(-c2nc3ccccc3[nH]2)cc1
    3% | -8% | 12 | 37* | -45% | 1% | 131*
6	CNC(=S)N1CCN(c2ccccc2OC)CC1
    1% | -4% | 20 | 7 | -11% | -2% | 1
7	C=CCSc1nnc(CCc2ccccc2)n1N
    . | 2% | 7 | . | -5% | -11% | .
8	CCSc1nnc(NC(=O)c2nc(S(=O)(=O)Cc3ccc(F)cc3)ncc2Cl)s1
    . | 69%[activator] | -102* | 50* | -24% | -3% | 75*
9	Cc1ccc(C(=O)Nc2c3c(nn2C(C)(C)C)CS(=O)(=O)C3)cc1C
    0% | 5% | -3 | 1 | -15% | 0% | -6
10	Cc1ccc(CN(Cc2cc3cccc(C)c3[nH]c2=O)C(=S)NCCCN(C)C)cc1
    -3% | -19% | ? | -3 | 14% | -2% | -20
11	Cc1csc2c(N3CCN(C(=S)Nc4ccc(C(F)(F)F)cc4)CC3)ncnc12
    -4% | -4% | 20 | 2 | 75%[activator] | 4% | 19
12	CN(C)c1ccc(/C=N/Nc2nc3ccccc3o2)cc1
    21% | 9% | -16 | 5 | -32% | -2% | 34
13	O=C(Nc1ccccc1-c1nnc(SCc2ccccc2)o1)c1ccccc1
    0% | 19% | 11 | -4 | -16% | 0% | -5
14	COc1ccc(N(CC(=O)Nc2ccc(C)cc2)S(=O)(=O)c2c(C)noc2C)cc1
    . | -2% | -25 | 1 | -22% | -3% | -3
15	COC(=O)C1=C(O)/C(=C\c2cc(C)n(-c3ccc(F)cc3)c2C)N=C1C
    16µM* | 4% | 9 | 31 | -32% | -3% | 75*
16	CC1(C)c2ccccc2-c2nc3ccccc3cc2C1O (stereo not drawn)
    -6% | 0% | 8 | 18* | -16% | 3% | 16
17	O=c1oc2cc(OCc3c(F)c(F)c(F)c(F)c3F)ccc2cc1-c1ccccn1
    4% | 14% | 84 | -3 | -25% | -16% | -14
18	CNC(=S)Nc1ccc2nc(C)c(C)nc2c1
    ? | -12% | -15 | 16 | -24% | -2% | 46
19	COc1ccc(C(=O)N2CCN(S(=O)(=O)c3ccc(C)cc3)CC2)cc1S(=O)(=O)N1CCOCC1
    -10% | -4% | -13 | -3 | 114%[activator] | 6% | 13
20	S=C(Nc1ccc2nc(-c3ccccn3)c(-c3ccccn3)nc2c1)N1CCCCC1
    1% | 44%[activator] | . | -3 | 42% | 0% | -3
21	O=C(CN1CCc2ccccc2C1)Nc1cc(S(=O)(=O)N2CCOCC2)ccc1N1CCOCC1
    -5% | 7% | -9 | -1 | -42% | 2% | 6
22	O=C1c2ccccc2C2(c3cc(C(F)(F)F)cc(C(F)(F)F)c3)NCCN12 (stereo not drawn)
    6% | -18% | 9 | -7 | 110%[activator] | -10% | -5
23	Cn1c2c(c(=O)n(C)c1=O)[C@@H]1c3c(ccc4ccccc34)OC[C@@H]1CO2
    . | -14% | -10 | -4 | -8% | -2% | -7
24	Cn1cccc1C(=O)OCc1ccc(C(C)(C)C)cc1
    -11% | ? | 12 | 32* | -22% | 1% | 98*
25	COc1ccc(C2(O)C(=O)Nc3ccc(C)cc32)cc1OC (stereo not drawn)
    4% | -17% | -3 | -6 | -5% | 1% | -6
26	Cc1ccc(S(=O)(=O)NC(=O)c2cc(C)n(CC(c3ccccc3)N(C)C)c2C)cc1 (stereo not drawn)
    22% | 12% | -9 | 1 | -23% | 1% | 17
27	COc1cc(C(=O)NCCSc2ccc(Br)cc2)cc(OC)c1OC
    0% | -7% | -10 | 12 | -12% | ? | -10
28	COc1cc(OC)cc(-c2sc3ccc(OC)cc3c2-c2ccc(O)cc2)c1
    . | -2% | -34 | . | -6% | . | .
29	COC(=O)c1ccc(NC(=O)NCCCl)cc1
    -2% | -7% | -3 | 12 | -7%[11.4 µM] | ? | 34
30	CCOc1ccc(OCCSc2nc(-c3ccccc3)cc(=O)[nH]2)cc1
    1% | -1% | -104* | -1 | -8% | -9% | -15
31	O=C(CN1C(=O)C2CC=CCC2C1=O)Nc1ccc(S(=O)(=O)N2CCOCC2)cc1 (stereo not drawn)
    8% | 7% | ? | -3 | -5% | -13% | 0
32	Cn1ncc(Cl)c1C(=O)N1CCN(c2ccccc2)CC1
    -5% | -6% | -8 | -4 | -5% | 7% | -17
33	CC(=O)Nc1cccc(-c2nnc(-c3ccccc3)o2)c1
    5% | 6% | 113 | 45* | -12% | ? | 106*
34	Cc1[nH]n(-c2ccccc2)c(=O)c1C=Nc1ccc(S(=O)(=O)Nc2nccs2)cc1
    -3% | 8% | -14 | 4 | -32% | ? | 27
35	CCCC(=O)Nc1cccc(-c2cn3ccsc3n2)c1
    -2% | -4% | 21 | 27* | -20% | -10% | 22
36	O=C1CC(=C(c2ccccc2)c2ccccc2)C(=O)N1CCCN1CCN(c2cccc(Cl)c2)CC1
    -11% | -26% | -13 | -1 | -1% | -11% | -13
37	CCCCOc1ccc(NC(=O)CSc2nnnn2C)cc1
    3% | -8% | -19 | 4 | . | -11% | 23
38	CCn1c(/N=C/c2ccccc2O)nc2ccccc21
    -29% | -9% | 23 | 1 | -2% | -14% | -7
39	N#CCCn1cc(C(=O)Nc2ccccc2Cl)c(-c2ccc(F)cc2)n1
    12% | 10% | -22 | 1 | 33% | -5% | -6
40	O=C1CC(c2ccccc2)c2cc(O)ccc2O1 (stereo not drawn)
    -4% | -3% | -32 | -2 | -16% | ? | -3
41	Cc1ccccc1CS(=O)(=O)Cc1ccc(C(=O)NCC2CCCO2)o1 (stereo not drawn)
    2% | -8% | -12 | -2 | -1% | -2% | 12
42	CC1=C(C(=O)Nc2ccc(C)cc2C)C(c2ccc([N+](=O)[O-])cc2)n2ncnc2N1 (stereo not drawn)
    0% | -5% | 11 | -1 | 78%[activator] | -2% | -16
43	O=C(NCC1COc2ccccc2O1)c1ccc(Cl)c(S(=O)(=O)N2CCOCC2)c1 (stereo not drawn)
    . | 3% | ? | . | -21% | -1% | .
44	O=C(NCc1ccccc1)c1ccc(Cl)cc1[N+](=O)[O-]
    6% | 12% | 2 | -2 | -6% | -2% | 6
45	OC(CSc1c(Cl)cccc1Cl)CN1CCN(c2ccc(F)cc2)CC1 (stereo not drawn)
    -4% | -17% | 50 | -1 | ? | -4% | -5
46	O=C(c1ccc(Oc2ccc(C(F)(F)F)cc2[N+](=O)[O-])cc1)N1CCOCC1
    1% | -12% | -83* | 3 | 40% | -11% | 13
47	CCN(CC)CCNC(=O)c1cc(Sc2nnc(C)s2)nc2ccccc12
    4% | 34%[activator] | 0 | 4 | -12% | 1% | 9
48	O=C(COC(=O)CCC1CCCCC1)Nc1ccc(OC(F)F)cc1
    1% | -1% | 93 | 1 | -19% | -15% | 9
49	CC(C)(C)c1ccc(CS(=O)(=O)CC2(O)CCN(C(=O)c3cccc(C(F)(F)F)c3)CC2)cc1
    2% | -8% | 7 | 3 | -24% | -9% | -12
50	Cc1cccc(OCCOC(=O)c2c(-c3ccccc3)noc2C)c1
    -2% | 27% | 15 | 10 | -33% | -11% | -5
51	COc1ccc(N2C(=O)CCC(C(=O)c3ccccc3)=C2C)cc1
    0% | -4% | 13 | -3 | 10% | ? | 18
52	CN(C)CCNC(=O)c1ccc(-c2nn(C)c(=O)c3ccccc23)cc1
    3% | -12% | 28&67 | 6 | -42% | ? | -6
53	CCCN(Cc1nnc(-c2ccccc2Cl)o1)C(=O)c1oc2ccccc2c1C
    . | 17% | -11 | . | 0% | -11% | .
54	COCC(=O)Nc1c(C(=O)N2CCCC2)oc2ccccc12
    0% | 30% | 33 | 10 | 1% | -10% | 4
55	OCCc1ccc(O)c(-n2nc3ccccc3n2)c1
    -2% | -1% | ? | 22* | 0% | ? | 59*
56	COCCNC(=O)CSc1nccn1Cc1ccc2c(c1)OCO2
    0% | 5% | 13 | 0 | -10% | -2% | -9
57	NNc1nc(-c2ccccc2)cc(-c2ccc(Br)cc2)n1
    -10% | 17% | ? | 2 | -12% | ? | -9
58	COc1ccccc1NC(=O)Nc1nc(CC(=O)Nc2ccc(N(C)C)cc2)cs1
    . | 18µM* | -22 | . | -48% | ? | .

From PubChem
